Screening data from PubChem.
HCMV antiviral: human cytomegalovirus inhibition; HFF cells, HCMV-luciferase reporter, 72 h; stronger effect = lower value; activity change, negative = inhibition, % at 57.5 µM; 4.5% of 410,000 active; AID 1259415; in the data active means activity change below about -60%; inconclusive means no clear call, values can overlap the other calls; inactive means above about -39%
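Cell-based, HFFs, 1000 cells/well, 16 h 37C; cpds in DMSO + HCMV-luc, MOI 1 PFU/cell; 72 h 37C; OneGlo luminescence after 5 min RT; norm. to buffer vs Salinomycin 10uM.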
AMA1 RON2 block: disrupts binding of P. falciparum AMA1 to RON2; AlphaScreen AMA1-biotinylated RON2 peptide binding; AID 720542; 0.2% of 360,000 active; Potency, µM (top dose mostly 58.2 µM), inactives show top-dose activity change, negative = inhibition, actives largely listed as inhibitors;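 further: potency means the concentration at half of the fitted maximal effect; 0% = vehicle wells and -100% = peptide control; nearly all actives have a fitted effect of over 45% in size; some results filed as inactive show a strong effect at the top dose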
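AMA1 (3D7) with his tag at 25 nM final met compounds first, then biotinylated RON2 peptide at 25 nM; detection used donor plus acceptor beads, 10 µg/mL apiece, read by AlphaScreen after 30 min at room temperature.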
Giardia FBPA inh: inhibitors of Giardia lamblia fructose-1,6-bisphosphate aldolase; purified Giardia FBPA; Potency, µM (highest dose often 59.6 µM), for inactives: at the highest dose activity, negative = inhibition, usual class: inhibitors; A8B2U2; 0.71% of 290,000 active; further: potency means the concentration at half of the fitted maximal effect; nearly all actives have a fitted effect of over 55% in size
Target sequence (A8B2U2 whole entry, looked up): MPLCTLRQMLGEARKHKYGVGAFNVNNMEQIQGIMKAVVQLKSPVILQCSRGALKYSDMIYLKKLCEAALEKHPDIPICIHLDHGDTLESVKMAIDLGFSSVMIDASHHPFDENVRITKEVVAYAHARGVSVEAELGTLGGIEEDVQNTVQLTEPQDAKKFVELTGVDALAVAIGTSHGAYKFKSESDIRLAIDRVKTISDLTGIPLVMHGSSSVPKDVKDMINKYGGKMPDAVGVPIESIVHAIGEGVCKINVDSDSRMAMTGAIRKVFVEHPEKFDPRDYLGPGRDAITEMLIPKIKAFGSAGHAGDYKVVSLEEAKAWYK
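Giardia FBPA (40 nM reagent) was preincubated 10 min at RT with compound (up to 57.5 uM final), then substrate plus GAPDH/TPI/NAD/arsenate coupling system with diaphorase/resazurin was added; resorufin fluorescence (525/598 nm) was read after 20 min.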
Sm TGR block: S. mansoni TGR enzyme inhibition; Potency, µM (doses to about 114 µM), for the others: at the highest dose activity change, negative = inhibition, actives largely listed as inhibitors; 3% of 360,000 active; Q962Y6; purified TGR, DTNB reduction, TNB absorbance 405 nm; further: potency means the concentration at half of the fitted maximal effect; nearly all actives have a fitted effect of over 60% in size
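Kinetic colorimetric format: TGR-catalysed, NADPH-driven DTNB reduction monitored via TNB absorbance. Enzyme dispensed at 20 nM; compound exposure 15 min at room temperature before reaction start.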
AmpC inh detg: blocks E. coli AmpC beta-lactamase in detergent assay. P00811. 0.041% of 370,000 active. AmpC hydrolysis of nitrocefin, absorbance 480 nm, 0.01% Triton. Potency, µM (doses to about 114 µM), inactives show top-dose activity change, negative = inhibition, hits mostly inhibitors;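 further: potency means the concentration at half of the fitted maximal effect; 0% = no-compound wells and -100% = no-enzyme wells; nearly all actives have a fitted effect of over 25% in size; some results filed as inactive show a strong effect at the top dose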
Target sequence (P00811 whole entry, looked up): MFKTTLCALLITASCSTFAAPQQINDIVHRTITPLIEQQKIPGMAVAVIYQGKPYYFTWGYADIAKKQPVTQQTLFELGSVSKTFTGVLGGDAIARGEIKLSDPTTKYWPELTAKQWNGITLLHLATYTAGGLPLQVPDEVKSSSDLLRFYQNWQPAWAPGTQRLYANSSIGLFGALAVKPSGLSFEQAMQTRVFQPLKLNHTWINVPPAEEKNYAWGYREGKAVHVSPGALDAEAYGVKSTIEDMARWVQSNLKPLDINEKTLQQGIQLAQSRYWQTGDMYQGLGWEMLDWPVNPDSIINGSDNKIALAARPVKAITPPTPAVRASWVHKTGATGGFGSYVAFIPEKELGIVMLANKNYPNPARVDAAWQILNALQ
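20 mM phosphate pH 7.0 + 0.01% (detergent screen) or 0.0001% Triton X-100; 5.3 nM AmpC reagent; cpd preinc 15 min RT; nitrocefin (800 uM stock) to start; A480 q20 s × 4 min; Activity was normalised to no-enzyme and no-compound control wells.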
AmpC inh no detg: blocks E. coli AmpC beta-lactamase in detergent-free assay | P00811 | AmpC nitrocefin hydrolysis, absorbance 480 nm, 0.0001% Triton | Potency, µM (series often up to 57.1 µM), for inactives: at the top dose activity change, negative = inhibition, usual class: inhibitors | 0.52% of 330,000 active | AID 485341;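 further: potency means the concentration at half of the fitted maximal effect; plate controls were no compound for no effect and no enzyme for full effect; nearly all actives have a fitted effect of over 20% in size; some results filed as inactive show a strong effect at the top dose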
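20 mM phosphate pH 7.0 + 0.01% (detergent screen) or 0.0001% Triton X-100; 5.3 nM AmpC reagent; cpd preinc 15 min RT; nitrocefin (800 uM stock) to start; A480 q20 s × 4 min; Activity was normalised to no-enzyme and no-compound control wells.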
* hit, by the source's call; ? = inconclusive; . = no result given; [ ] = remark or other dose. Unless noted, the call rests on the fitted dose curve; in most records, active means well fitted curve in the direction sought with a large enough effect; inconclusive means small, poorly fitted or top-dose-only effect, or another doubt; inactive means no such curve, though single readings can be large; an effect the other way counts as inactive or inconclusive. Unless noted, on the % scale 0 is the no-effect control and ±100 the full control effect.

SMILES	HCMV antiviral	AMA1 RON2 block	Giardia FBPA inh	Sm TGR block	AmpC inh detg	AmpC inh no detg
Cc1cc2c(cc1C)NC(CC(=O)NCc1ccccc1)C(=O)N2 (centres undefined)	-109*	-1%	0%	-2%	?	-26%
O=C(N[C@@H](Cc1ccccc1)C(=O)NC1CCCCC1)c1ccco1	-9	0%	-5%	0%	3%	7%
CCOC(=O)CSc1nnc(CNC(=O)c2ccc(OC)cc2OC)n1-c1ccc(OC)cc1	-31	-2%	8%	-5%	-3%	59%
O=C(CSc1nc(-c2ccco2)cc(C(F)(F)F)n1)N1CCc2ccccc2C1	28	-5%	-17%	11µM*	-9%	-17%
COc1cc(C(=O)OCC(=O)NC(=O)c2cccn2C)ccc1OC(F)F	34	-9%	-1%	-1%	-1%	-25%
Cc1cccc(NC(=O)CC2CCC2)c1	11	0%	-3%	7%	?	-8%
COc1ccc(Cn2nnnc2C(C(C)C)N2CCc3ccccc32)cc1 (centres undefined)	-36	-25%	-13%	5%	0%	.
CSCCC(NC(=O)c1ccco1)C(=O)N1CCCCCCC1 (centres undefined)	-15	-5%	.	-1%	0%	-10%
COc1cc2c3nnc(-c4ccc(F)cc4)c-3cn(Cc3ccc(F)cc3)c2cc1OC	-26	-29%	12%	-2%	-3%	78%[activator]
O=C(CN1CCN(c2ccc(Cl)cc2)CC1)Nc1cccc(F)c1	-24	-5%	-2%	-18%	1%	20%
CC(/C=C1\SC(=O)N(CCCC(=O)O)C1=O)=C\c1ccccc1	-89*	-7%	19%	0%	-1%	-28%
CC(C)(CO)NC(=O)Nc1ccc(Cl)c(Cl)c1	-30	-7%	2%	9%	2%	-25%
CCOC(=O)N1N=C(c2ccccc2)CC1(O)C(C)(F)F (centres undefined)	-23	13%	5%	.	3%	-7%
O=C(COc1ccccc1)NCc1n[nH]c(=S)n1-c1ccccc1	-31	71%[activator]	-21%	0%	6%	-23%
CCOc1ccc(C(=O)NCC(c2ccco2)N2CCc3ccccc3C2)cc1 (centres undefined)	-15	5%	.	-6%	?	-12%
CC(C)(C)NC(=O)C(=O)NNC(=O)c1cccc(Br)c1	-30	26%	-21%	4%	-10%	-7%
COc1ccc(CNC(=O)[C@@H](NC(=O)C2CCN(C(=O)[C@@H](N)Cc3ccccc3)CC2)C(C)C)cc1	39	5%	-11%	7%	3%	33%
Cc1cccc(C)c1OCc1cc(C(=O)N(C)CCc2ccccn2)no1	3	-4%	.	8%	4%	95%[activator]
O=C(O)c1oc2ccccc2c1CSCc1ccccc1	45	-8%	?	11%	3%	-16%
O=C(Nc1ccc2c(c1)OCO2)N1CCN(c2ncccn2)CC1	13	-1%	-11%	5%	-13%	-18%
CCC(C)NCCOCCOc1ccc(Br)cc1 (centres undefined)	-31	-4%	?	-1%	2%	-3%
COC(=O)CSc1nc(C)cc(N2CCOCC2)n1	61	7%	0%	2%	-14%	3%
Cc1ccc(C(=O)NCC(=O)OCC(=O)c2ccc3c(c2)NC(=O)CO3)cc1	-33	-9%	4%	-10%	0%	-30%
O=C(NCCCN1CCCCC1)C1CCN(S(=O)(=O)N2CCC3(CC2)OCCO3)CC1	-6	9%	5%	2%	-1%	-10%
CCOC(=O)c1ccc(NC(=O)CCc2c(C)n(CC)c3cc(-c4ccccc4OC)nn3c2=O)cc1	14	.	.	6%	4%	.
COc1ccc(Nc2c3c(nc4ccc(NC(=O)/C=C/c5cccc(OC)c5OC)cc24)CCCC3)cc1OC	-97*	.	.	1%	9%	.
COc1ccccc1-c1nnc(SCC(=O)c2ccc(C3CCCCC3)cc2)n1Cc1ccco1	-21	-10%	-3%	-10%	-9%	-7%
O=C(NNc1nc(-c2ccc(Cl)cc2)cs1)c1ccco1	-14	54%[activator]	5%	-7%	1%	-41%
COc1ccc(O)c(CN2CCCC(N3CCN(c4ccccc4OC)CC3)C2)c1 (centres undefined)	20	4%	-10%	-30%	1%	-7%
O=C(NC1CCCC1)C(c1ccccc1)N(Cc1ccco1)C(=O)Cc1cccs1 (centres undefined)	-11	-1%	4%	-2%	-4%	-19%
CC(C(=O)N(C)C1CCS(=O)(=O)C1)N1C(=O)/C(=C/c2cccs2)SC1=S (centres undefined)	-31	3%	7%	0%	?	24%
CC(=O)N1CCCc2cc(S(=O)(=O)N3CCCC(C(=O)Nc4ccccc4C)C3)ccc21 (centres undefined)	-24	-15%	10%	0%	-10%	47%
COc1ccc(OC)c(NC(=O)Cc2coc3ccc4ccccc4c23)c1	-13	?	-7%	-19%	-11%	-22%
Cc1nn(Cc2ccc(Cl)cc2Cl)c(C)c1NC(=O)c1nn(C)cc1Cl	-21	-5%	7%	49%[activator]	-13%	89%[activator]
O=C1NCCOC(=O)[C@H](Cc2ccc(F)cc2)CC/C=C/C[C@@H]1CC(=O)N(CCO)Cc1ccccc1	-35	8%	.	.	.	195%[activator]
COc1ccc(F)c(CN2CCC(n3nccc3NC(=O)C3CCOC3)CC2)c1 (centres undefined)	22	-11%	1%	4%	4%	0%
CCc1ccc(OCC(=O)Nc2ncn[nH]2)c(Br)c1	68	.	.	-1%	1%	.
Cc1cc(/C=C2/SC(=O)N(CC(=O)OC(C)C)C2=O)c(C)n1C	11	-9%	-13%	?	-3%	37%
COc1ccccc1C(=O)NCCNC(=O)c1ccco1	11	-16%	0%	0%	-5%	-7%
Cc1cc2ccccc2c(=O)n1CC(=O)Nc1ccc2c(c1)OCO2	-32	11%	0%	-2%	-2%	-18%
O=C(CSc1nnc(C2CC2)n1CC1CCCO1)Nc1ccc(Cl)cc1 (centres undefined)	22	-7%	5%	-14%	-2%	13%
Oc1cccc(/C=N/Nc2ccc(Cl)nn2)c1	141	10%	-10%	-6%	-8%	-33%
CC(=O)Nc1ccc(NC(=O)CSc2ccc(-c3ccc(-n4ccnc4)cc3)nn2)cc1	-6	14%	.	-17%	-10%	-15%
O=C(/C=C/c1cc([N+](=O)[O-])ccc1OC(F)F)Nc1ccc(OC(F)F)cc1	-25	-1%	1%	.	3%	-25%
Cc1cc(C)c2[nH]c(O)c(N=NC3=NC(=O)CS3)c2c1	-33	-3%	-6%	0%	1%	-23%

Molecules shown so far that have bromine (3):
SMILES	HCMV antiviral	AMA1 RON2 block	Giardia FBPA inh	Sm TGR block	AmpC inh detg	AmpC inh no detg
CC(C)(C)NC(=O)C(=O)NNC(=O)c1cccc(Br)c1	-30	26%	-21%	4%	-10%	-7%
CCC(C)NCCOCCOc1ccc(Br)cc1 (centres undefined)	-31	-4%	?	-1%	2%	-3%
CCc1ccc(OCC(=O)Nc2ncn[nH]2)c(Br)c1	68	.	.	-1%	1%	.

Other records:
SMILES	HCMV antiviral	AMA1 RON2 block	Giardia FBPA inh	Sm TGR block	AmpC inh detg	AmpC inh no detg
CN(C)C(CNC(=O)c1c(F)cccc1Cl)c1ccco1 (centres undefined)	35	-13%	5%	-9%	-4%	37%
Cn1cc(S(=O)(=O)N2CCNCC2)cc1C(N)=O	-20	-3%[11.6 µM]	.	.	.	-21%
COc1ccc(C(=O)NC2CCN(CC(=O)Nc3cccc(OC)c3)CC2)cc1	-3	7%	4%	-14%	-10%	-13%
COc1ccc(N2CC(C(=O)NC3=NCCS3)CC2=O)cc1 (centres undefined)	29	-4%	-2%	4%[57.1 µM]	-12%	-23%
COc1cc(-c2noc(C)c2C#Cc2ccc(N)cc2)cc(OC)c1OC	-19	-21%	-3%	-15%	?	94%
C/C(=C/c1ccccc1)C(=O)N1CCC(C)CC1	-16	3%	-1%	0%	0%	-3%
Cn1c(=O)[nH]c(Nc2ccc(F)cc2)c([N+](=O)[O-])c1=O	7	3%	3%	3%	-17%	-4%
Cc1ccc(S(=O)(=O)N2CCC(C(=O)OC(C)C(=O)NC3CCCCC3C)CC2)cc1C (centres undefined)	0	-5%	.	4%	2%	157%[activator]
Cc1ccc(CNC(=O)Cn2cnc(S(=O)(=O)N3CCCCC3)c2)o1	21	-6%	6%	-23%	0%	3%
COc1cccc(-c2nn(-c3ccc(C)cc3)cc2C(=O)N(C)CC(=O)Nc2cccc(F)c2)c1	35	-9%	.	-2%	8%	-9%
O=C(Oc1ccc(NC(=O)c2cc3c(cc2Br)OCO3)cc1)c1ccccc1	-28	12%	1%	2%	-10%	-30%
O=C(NN=Cc1ccc(F)cc1)c1ccccc1NS(=O)(=O)c1cccs1	-3	28%	.	.	.	-32%
COc1ccc(CCN2C(=O)CC(N3CCOCC3)C2=O)cc1OC (centres undefined)	-33	10%	7%	-31%	-9%	-4%
O=C(NC(Cc1ccccc1)C(=O)O)C1CCCCC1 (centres undefined)	-4	4%	1%	3%	?	-1%
CCOc1c(Br)cc(CNc2ccc3c(c2)OCCO3)cc1OC	-82*	?	?	?	0%	-16%
CC(C)Cc1c(O)nc(SCC(=O)Nc2ccc3c(c2)CCC3)[nH]c1=O	-8	-5%	4%	-4%	-5%	-37%
COc1ccccc1NC(=S)N1CCN(C/C=C/c2ccccc2)CC1	-72*	?	6%	3%	?	85%[activator]
COc1ccc(N2Cc3cccc(C(=O)Nc4ccc(F)cc4)c3C2=O)cc1	?	.	.	5%	1%	.
Cc1ccccc1NC(=O)N1CCN(S(=O)(=O)c2ccccc2)CC1	-36	3%	6%	10%	1%	-18%
C#CCn1c(-c2cccs2)nc2ccccc21	-11	0%	4%	10%	1%	-3%
CCOc1ccccc1NS(=O)(=O)c1c(C)noc1C	6	-1%	13µM*	-17%	?	-35%
CC1CCCCN1C(=O)CSc1nc(C2CC2)nc2c1cnn2-c1ccccc1 (centres undefined)	-30	-2%	7%	-1%	?	-25%
Cc1ccc(CNC(=O)c2cc3c(=O)n4ccccc4nc3n(CC3CCCO3)c2=N)cc1 (centres undefined)	.	-1%	1%	-12%	-5%	-8%
Cc1cc(C)cc(NC(=O)C2CCN(c3nnc(-n4c(C)ccc4C)s3)CC2)c1	47	.	.	-19%	19%	.
C=CCn1c(COc2cc(C)ccc2C(C)C)nnc1SCC(=O)c1c(N)n(C)c(=O)n(C)c1=O	-26	2%	0%	1%	0%	12%
Cc1nc2ccccn2c1-c1csc(Nc2ccc(C(=O)O)cc2)n1	?	-3%	-24%	4%	2%	-10%
O=C(Cc1ccc(S(=O)(=O)N2CCCC2)s1)N1CCOCC1	40	-3%	-5%	4%	-12%	-11%
CCN1CCN(C(c2cccc(OC)c2OC)c2nnnn2Cc2ccco2)CC1 (centres undefined)	-83*	8%	-3%	0%[57.1 µM]	1%	0%

Whole records, looked up by structure. Values in the order: HCMV antiviral, AMA1 RON2 block, Giardia FBPA inh, Sm TGR block, AmpC inh detg, AmpC inh no detg
COc1ccc(N2Cc3cccc(C(=O)Nc4ccc(F)cc4)c3C2=O)cc1 reads ?, ., ., 5%, 1%, .
CC(C)Cc1c(O)nc(SCC(=O)Nc2ccc3c(c2)CCC3)[nH]c1=O reads -8, -5%, 4%, -4%, -5%, -37%
CC1CCCCN1C(=O)CSc1nc(C2CC2)nc2c1cnn2-c1ccccc1 (centres undefined) reads -30, -2%, 7%, -1%, ?, -25%
